APJ antagonist – antagonists of human APJ apelin receptor; 330,000 tested, 0.32% active; inhibition, % at 20 µM; CHO-K1 APJ beta-arrestin complementation, luminescence;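 active = inhibition above about 40% at 20 µM, limit read from the data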;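 note: cells challenged with 10 nM apelin-13 agonist together with compound; plate controls were apelin-13 plus DMSO wells for no effect and DMSO wells lacking apelin-13 for full effect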
Target sequence (P35414 whole entry, looked up): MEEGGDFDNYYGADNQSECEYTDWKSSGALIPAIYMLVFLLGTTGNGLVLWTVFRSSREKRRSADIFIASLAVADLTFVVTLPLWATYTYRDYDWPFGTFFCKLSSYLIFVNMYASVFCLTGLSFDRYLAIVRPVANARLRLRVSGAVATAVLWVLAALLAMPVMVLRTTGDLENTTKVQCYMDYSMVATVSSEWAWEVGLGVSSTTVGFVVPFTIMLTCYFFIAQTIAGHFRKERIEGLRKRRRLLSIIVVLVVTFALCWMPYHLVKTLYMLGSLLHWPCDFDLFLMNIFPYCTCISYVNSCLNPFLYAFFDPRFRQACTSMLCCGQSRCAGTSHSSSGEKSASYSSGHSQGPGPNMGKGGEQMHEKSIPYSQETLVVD
Jurkat NFkB inh – lowers PMA/ionomycin-induced NF-kB signal in Jurkat cells | PMA/ionomycin-induced NF-kB luciferase reporter, luminescence | inhibition, % at 4 µM | 330,000 tested, 0.53% active | AID 435003; in the data active = inhibition above about 50%
APJ ag – agonists of human APJ apelin receptor | AID 2520 | CHO-K1 APJ PathHunter beta-arrestin, luminescence; 0% DMSO wells, 100% apelin | P35414 | 330,000 tested, 0.11% active | activation, % at 20 µM;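 active = activation more than six SD over the plate average, tested at 20 µM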;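 note: 0% = DMSO alone and 100% = apelin-13 at 10 nM; some results filed as inactive read as strong as hits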
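Material: engineered CHO-K1 APJ arrestin reporter cells; amount: 1000 CHO-K1 reporter cells seeded per well; incubation: compound stimulation 90 min at 25 °C, detection 60 min; signal: luminescent beta-gal fragment complementation, chemiluminescent substrate; read-out basis: APJ agonist activity; controls: DMSO-only wells as negative, 10 nM Apelin-13 as positive control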
697 NFkB inh – inhibitors of the PMA/ionomycin-induced NF-kB reporter in 697 B cells. inhibition, % at 4 µM. 697 B-cell NF-kB luciferase reporter, 16 h. 330,000 tested, 0.33% active; in the data active = inhibition above about 35%
Mdm2-MdmX inh – human Mdm2/MdmX binding inhibition | O15151+Q00987 | SaOS-2 split-luciferase Mdm2/MdmX complementation, luminescence | inhibition, % at 8 µM | 330,000 tested, 3% active;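 active = inhibition of at least 50% at 8 µM in the primary screen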
CHOP UPR activ – apoptotic UPR (CHOP) activation; CHO-CHOP luciferase reporter, luminescence; percent of tunicamycin response over DMSO baseline; activation, % at 10 µM; 330,000 tested, 0.34% active; AID 449763;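 active = at 10 µM dose, activation of 40% or more, normalized to positive control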;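 note: 100% = tunicamycin at 10 µg/mL and 0% = DMSO alone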
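Evaluation: % reporter activation, DMSO baseline versus tunicamycin full activation; System: CHO-CHOP luciferase reporter cell line; Input: 500 cells/well; Incubation: 6 h compound treatment, 37 °C; Measured by: Steady-Glo luciferase luminescence; Dosing: one dose, 10 µM in 0.5% DMSO; Buffer or medium: F12 medium, 10% FBS; Benchmarks: positive tunicamycin 10 µg/mL, negative DMSO alone.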
tim23-1 inh – tim23-1 yeast growth inhibition; S. cerevisiae tim23-1 growth, BacTiter-Glo luminescence, 24 h; inhibition, % at 20 µM; 330,000 tested, 1.3% active; AID 463212;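 active = growth inhibition of the mutant yeast at or above 50%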;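 note: temperature-sensitive mutant grown at 25 °C; plate controls were DMSO-treated mutant yeast for no effect and medium wells lacking yeast for full effect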
UPR XBP1 act – adaptive UPR (XBP1) activation; activation, % at 20 µM; CHO-XBP1 luciferase reporter, IRE1-XBP1 UPR activation, luminescence; percent of tunicamycin response, DMSO as zero; 330,000 tested, 0.33% active; AID 463104;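 active = versus positive control, 20 µM dose yields 30% or more activation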;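 note: 100% = tunicamycin at 10 µg/mL and 0% = DMSO only wells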
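Material: CHO cell line with stable XBP1 luciferase reporter; schedule: 16-18 h cell attachment at 37 °C, then 6 h compound exposure; signal: glow luminescence from Steady-Glo reagent; medium: serum-containing F12 medium, 10% FBS; benchmarks: tunicamycin 10 µg/mL and vehicle-only wells; read-out: percent activation relative to tunicamycin reference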
Starred values were filed as active, the others as inactive. Compounds were not picked by outcome; 5% or so of the library scored in one or more.

mol	Jurkat NFkB inh	UPR XBP1 act	Mdm2-MdmX inh	tim23-1 inh	CHOP UPR activ	APJ ag	APJ antagonist	697 NFkB inh
O=C(CS(=O)c1ccccc1[N+](=O)[O-])Oc1ccc(Br)cc1 (centres undefined)	4	-1	4	45	-1.1	0	-14	12
CN(C)S(=O)(=O)c1ccc(C(=O)NCCN=C2NS(=O)(=O)c3ccccc32)cc1	2	-3	8	-5	2.9	1	5	17
COc1ccc(CCNC(=O)c2cccc(S(=O)(=O)NC(C)c3ccccc3)c2)cc1 (centres undefined)	-6	-2	-16	10	-3.1	0	5	2
CCC(=O)OCC(=O)N=c1sccn1Cc1ccccc1Cl	-7	-5	2	15	1.1	-5	0	15
O=C(COC(=O)/C=C/c1ccc(Cl)cc1)NC(=O)NCc1ccccc1	-10	0	6	-10	1.7	0	0	0
O=C(Nc1cccc(Cl)c1)Nc1sccc1-c1nc2ccccc2s1	-13	0	-34	35	1.2	0	-11	-18
CCC1Oc2ccccc2N(CC(=O)NC2CCCCC2C)C1=O (centres undefined)	-5	-6	9	17	-1.9	2	7	14
O=C(c1ccc(Cl)c(S(=O)(=O)N2CCCC2)c1)N1CCCCC1	8	-1	5	3	1.9	-3	14	-13
CCn1ncc(/C=N/NS(=O)(=O)c2ccc(Cl)cc2)c1C	-9	-2	-10	14	-0.1	3	6	-2
CSc1nc(Cl)cc(N(CCO)CCO)n1	5	-3	12	-3	-0.4	-1	22	8
COc1ccc(CC(=O)N2CCN(c3ccccc3)CC2)cc1	4	-5	8	8	-0.1	0	20	-1
O=c1c2c([N+](=O)[O-])cc([N+](=O)[O-])cc2sn1-c1ccc(Br)cc1	-8	-1	-14	54*	1.7	0	-51	28
O=C(CCCNC(=O)/C(=C\c1ccc(F)cc1)NC(=O)c1ccccc1)OCc1ccccc1	-11	1	21	17	-3.2	-4	16	24
COc1cc(NC(=O)/C=C/c2ccccc2[N+](=O)[O-])cc(OC)c1	-25	-1	-4	30	2.8	-2	7	6
Cc1ccc(S(=O)(=O)N2[C@@H](c3ccccc3F)C(C(=O)O)=CC[C@H]2c2ccc(Cl)cc2)cc1	14	-2	16	12	-0.2	-5	-4	32
Cn1c(=O)cc(SCC(=O)NCCCN2CCN(c3ccccc3F)CC2)c2ccccc21	-1	3	17	9	-1.1	-6	-7	11
CC1CC(C)CN(C(=O)CSc2nnc(-c3ccc(F)cc3)o2)C1 (centres undefined)	2	3	-19	15	-1.7	-3	7	2
CCC(C)(C)NC(=O)CN(C(=O)C(=O)Nc1ccc2c(c1)OCCO2)C1CC1	-8	-2	-12	21	2.3	3	7	3
Cn1c(=O)cc(OCCCC(=O)Nc2ccccn2)c2ccccc21	0	4	41	10	-0.9	-3	21	34
COc1ccc(CC(=O)Nc2cccc(C(=O)O)c2C)cc1	-2	2	5	15	1.7	-4	5	-5
CC(C)c1ccc(-c2nn[nH]n2)cc1	0	3	9	-2	1.2	-1	-3	-40
Cc1cc(OCC(F)(F)C(F)(F)C(F)(F)C(F)(F)C(F)(F)C(F)F)nc(N)n1	4	-2	5	-1	-1.4	7	3	-24
CC(=O)c1ccc(-n2nnnc2SCC(=O)NC2CCCCC2)cc1	12	1	35	5	3.3	-1	-1	-9
CC1(C)[C@H]2CC[C@]1(C)[C@@H](OC(=O)C[N+]1(C)CCOCC1)C2	7	-2	-2	-10	3.1	-2	17	10
CCc1cc(=O)oc2cc(C)cc(OCC(=O)NCC(O)c3ccccc3)c12 (centres undefined)	-2	-3	-11	7	-0.2	-5	-2	19

In the list so far, four contain an aryl methoxy group.
mol	Jurkat NFkB inh	UPR XBP1 act	Mdm2-MdmX inh	tim23-1 inh	CHOP UPR activ	APJ ag	APJ antagonist	697 NFkB inh
COc1ccc(CCNC(=O)c2cccc(S(=O)(=O)NC(C)c3ccccc3)c2)cc1 (centres undefined)	-6	-2	-16	10	-3.1	0	5	2
COc1ccc(CC(=O)N2CCN(c3ccccc3)CC2)cc1	4	-5	8	8	-0.1	0	20	-1
COc1cc(NC(=O)/C=C/c2ccccc2[N+](=O)[O-])cc(OC)c1	-25	-1	-4	30	2.8	-2	7	6
COc1ccc(CC(=O)Nc2cccc(C(=O)O)c2C)cc1	-2	2	5	15	1.7	-4	5	-5

The listing continues:
mol	Jurkat NFkB inh	UPR XBP1 act	Mdm2-MdmX inh	tim23-1 inh	CHOP UPR activ	APJ ag	APJ antagonist	697 NFkB inh
CCCNC(=O)c1ccc(N2CCC3(CC2)CC(c2ccccc2)=NO3)c(NC(=O)c2cccc(C)c2)c1	25	3	12	16	0.5	-6	14	-25
CCOc1ccc(CCNC(=O)c2cccc(C#N)c2)cc1OCC	2	1	18	5	-0.1	-4	8	7
CC(C)(C)c1cc(CCC(=O)NCc2ccccn2)cc(C(C)(C)C)c1O	-4	-3	31	27	2.7	2	9	8
CCOc1ccc(NC(=O)C2=C(C)NC(=S)NC2c2ccc(O)c(OC)c2)cc1 (centres undefined)	7	-2	13	13	-0.3	1	-2	5
COc1ccc(CNc2nc3nc(C)c(Cl)c(C)n3n2)cc1OC	-27	1	-5	24	-2.4	-3	-6	-13
CC(NC(=O)NCC1CCCO1)(C(F)(F)F)C(F)(F)F (centres undefined)	-18	-6	6	-12	-0.9	-2	-4	-1
C/C(=N\NC(=O)c1ccccn1)C12CC3CC(CC(C3)C1)C2	-48	14	14	17	0.7	-7	5	-40
CCOc1cc(/C=C2\N=C(SC(C)C(N)=O)N(c3ccc(OC(F)F)cc3)C2=O)ccc1O (centres undefined)	0	0	22	16	3.9	-5	31	41*
O=C(Nc1ccccc1)C1CCCN(C(=O)c2ccc(F)cc2)C1 (centres undefined)	-2	1	5	11	0.2	-2	8	21
CC1(C(=O)N(CC(=O)NC2CCCC2)C2CCCC2)CC(=O)N=C2C=CC=CN21 (centres undefined)	-1	-2	-4	-5	-1.1	-2	-1	20
Cc1ccc2c(c1)c(=O)c1c3n2CCN(C(=O)CCl)C3CC1 (centres undefined)	8	1	25	-1	2.4	37*	-15	19
COc1ccc(C2=NOC(CNC(N)=S)C2)cc1 (centres undefined)	-78	-5	-61	-3	-1.0	-2	27	-79
Cn1ncc(Br)c1C(=O)NC1CCCCC1	9	4	-1	4	1.3	0	10	1
O=C(Cc1ccc(Cl)cc1)Nc1ccccn1	-43	-4	-1	17	0.3	-2	-4	-31
Cc1cc(C)c(C#N)c(N2CCCC(C(N)=O)C2)n1 (centres undefined)	-5	-1	-5	2	0.2	-3	8	11
NC1(N)OC(CN2C(=O)c3ccccc3C2=O)CS1 (centres undefined)	6	3	28	2	-0.3	-8	14	25
CC(NC(=O)c1ccco1)C(c1cccs1)N1CCN(c2ccccc2)CC1 (centres undefined)	8	-2	22	24	-0.3	-2	11	2
O/N=C/c1ccnc(SCc2ccccc2)n1	-16	1	4	-4	4.4	-2	-3	3
CCN(CC)c1ccc(NC(=O)Nc2cccc3ccccc23)cc1	-37	1	7	24	5.9	-1	13	0
CCOC(=O)C1=C(c2ccccc2)Nc2ncnn2C1c1cc(OC)cc(OC)c1OC (centres undefined)	-13	-3	-10	1	-1.7	3	9	-37
O=C(Nc1cccc(O)c1)c1c(O)c2ccccc2[nH]c1=O	-99	-1	-149	23	7.3	-2	2	-219
CC(C)CNC(=S)NNC(=O)CC(C)O (centres undefined)	-7	0	-6	6	2.8	-3	-4	7
Cc1onc(-c2ccccc2)c1C(=O)N1CCC(C)CC1	-3	-3	-27	13	-1.4	3	-4	-7
CCC1(c2ccc(F)cc2)NC(=O)N(CC(=O)NCc2ccc(F)cc2)C1=O (centres undefined)	5	-1	-23	14	0.0	-1	8	-16
Cc1nc(N2CCN(C(=O)c3ccco3)CC2)[nH]c(=O)c1C	-5	-2	23	15	3.3	-3	5	2

Next section.
mol	Jurkat NFkB inh	UPR XBP1 act	Mdm2-MdmX inh	tim23-1 inh	CHOP UPR activ	APJ ag	APJ antagonist	697 NFkB inh
CCOC(=O)c1c(C)[nH]c(C)c1S(=O)(=O)NCC1CCN(Cc2cccc(F)c2)CC1	-15	-3	9	-8	-0.9	-1	7	-33
CC1(C)C2CCC1(C)C(NCC(O)COc1ccc(C#N)cc1)C2 (centres undefined)	-23	0	-9	2	-1.4	-4	0	-11
COc1ccc(-n2c(COc3cccc4cccnc34)nnc2SCC(=O)O)cc1	-6	-3	-1	3	0.9	-3	6	16
O=C(OCC(=O)N1CCN(C(=O)COC(=O)c2ccc(O)cc2O)CC1)c1ccc(O)cc1O	-1	0	2	-9	0.6	-5	-18	39*
CC1CC(C)CN(CCCNC(=O)c2ccc3c(c2)N(Cc2ccccc2)C(=O)c2ccccc2S3=O)C1 (centres undefined)	-24	5	64*	-10	3.1	-6	-19	-46
CCn1c(SCC(=O)Nc2ccc(C)cc2)nnc1-c1ccc(O)cc1	-8	-1	6	13	0.0	-4	12	15
CCOC(=O)C(=CNc1cc(OC)ccc1-n1cccc1)C(=O)OCC	4	1	8	17	3.9	1	-6	12
CC(C)C(C)NC(=O)CN1C(=O)NC(C)(c2ccc3ccccc3c2)C1=O (centres undefined)	3	-2	24	-2	1.1	-4	13	13
Cc1ccc(NC(=O)CC2C(=O)NC3CCCCC3N2C(=O)c2ccc(F)cc2)cc1C (centres undefined)	-3	-5	7	10	0.6	0	-3	-12
CC(OCc1ccccc1)C(NC(=O)OC(C)(C)C)C(=O)NCC1CCCO1 (centres undefined)	5	-1	15	12	-0.1	-2	-18	-5
CNC(=S)Nc1ccc2nc(C)oc2c1	8	0	5	0	0.6	-1	0	10

Assay outcomes from PubChem.
